Compound activity: PubChem, Broad Institute
C diff growth: blocks growth of Clostridium difficile | Clostridium difficile clinical isolate growth, OD600, 24 h; stronger effect = lower value | 86,000 tested, 0.25% active | AID 1259249 | growth activity, negative = inhibition, % at 16 µg/mL (by protocol);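 active = mean growth activity at or below -80% and every replicate also at or below -80%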;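 note: 0% = DMSO wells and -100% = levofloxacin 16 µg/mL wells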
Tcruzi prolif: blocks T. cruzi growth in NIH3T3 culture; T. cruzi beta-gal in NIH3T3, GalScreen luminescence, 90 h; inhibition, % at 8.34 µM; 77,000 tested, 5.9% active; AID 624255;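 active = mean inhibition above about 93%, with at least 55% of replicates each passing it, limit read from the data, passing the limit was not always enough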
KDM4C inh: inhibitors of human demethylase GASC-1 KDM4C; Q9H3R0; AID 720574; GST-KDM4C 2-372, H3K9me3 peptide, LANCE TR-FRET; inhibition, % at 12.5 µM; 96,000 tested, 0.15% active;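 active = mean replicate inhibition above about 25%, with at least 55% of replicates also reaching it, limit read from the data, passing the limit was not always enough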
Target sequence (Q9H3R0 2-372 limits assumed): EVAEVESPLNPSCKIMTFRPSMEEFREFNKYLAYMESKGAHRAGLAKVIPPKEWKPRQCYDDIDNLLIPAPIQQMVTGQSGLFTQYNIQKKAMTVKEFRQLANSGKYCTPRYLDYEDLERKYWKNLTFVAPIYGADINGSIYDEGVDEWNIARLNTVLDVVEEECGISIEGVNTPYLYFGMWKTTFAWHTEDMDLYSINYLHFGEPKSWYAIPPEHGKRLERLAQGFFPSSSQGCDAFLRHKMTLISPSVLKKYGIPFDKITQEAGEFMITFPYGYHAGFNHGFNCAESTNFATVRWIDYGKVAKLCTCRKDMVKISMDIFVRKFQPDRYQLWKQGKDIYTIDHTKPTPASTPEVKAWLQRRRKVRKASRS
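reagent = H3K9me3 peptide substrate, Fe(II), 2-oxoglutarate | system = GST-tagged GASC-1 (JMJD2C) catalytic fragment, aa 2-372 | amount = enzyme final amount 10 nM | read-out = Fall in 671/618 emission ratio as inhibition | medium = HEPES buffer, pH 7.5, plus ascorbate | schedule = 30 min reaction, 60 min detection, RT | measured by = LANCE TR-FRET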
Pf Dd2 growth: P. falciparum Dd2 growth inhibition; activity change, % at 10 µM; 94,000 tested, 2.3% active; SYBR Green, 72 h; stronger effect = lower value; AID 1159554; in the data active = activity change below about -80%
* hit, by the source's call; & = joins results of further samples.

Results for O=C(Nc1ccc2c(c1)[C@H]1C[C@H](CC(=O)N3CCc4ccccc4C3)O[C@@H](CO)[C@H]1O2)C1CCC1 ?
C diff growth: 0; Tcruzi prolif: 7; KDM4C inh: -4.5; Pf Dd2 growth: -6

Results for O=C(c1ccccn1)N1CC2(C1)[C@H](c1ccccc1)[C@H](CO)N2C(=O)C1CC1 ?
C diff growth: 1; KDM4C inh: 0.8; Pf Dd2 growth: -2

What do the screens show for `C[C@@H]1CN([C@H](C)CO)C(=O)c2cc(NC(=O)NC3CCCCC3)ccc2O[C@@H](C)CCCCO[C@H]1CN(C)C(=O)Nc1ccc(F)cc1`?
C diff growth: 0; KDM4C inh: -1.9; Pf Dd2 growth: -52

How did COc1cccc(CNC(=O)[C@H]2[C@H](CO)[C@H]3Cn4c(ccc(-c5ccncc5)c4=O)[C@@H]2N3C(C)=O)c1 do in these assays?
C diff growth: 1; Tcruzi prolif: -18; KDM4C inh: -0.7; Pf Dd2 growth: 5

What do the screens show for `CN1c2ccc(-c3cccc(F)c3)cc2[C@H]2[C@H](CCN2C(=O)C2CCOCC2)[C@H]1CO`?
C diff growth: -4; Tcruzi prolif: 55; KDM4C inh: 4.1; Pf Dd2 growth: 6

What do the screens show for `CC(C)NC(=O)Nc1ccc2c(c1)C(=O)N([C@@H](C)CO)C[C@H](C)[C@H](CN(C)Cc1ccc(C(=O)Nc3ccccc3N)cc1)O2`?
C diff growth: 6; KDM4C inh: -1.1; Pf Dd2 growth: 5

What do the screens show for `O=C(C1CCOCC1)N1CC(=O)N2[C@@H](CO)[C@@H](c3ccc(C#CC4CC4)cc3)[C@@H]2C1`?
C diff growth: 37; KDM4C inh: -0.1; Pf Dd2 growth: 31

Results for CC=Cc1ccc2n(c1=O)C[C@@H]1[C@@H](CO)[C@H](C(=O)N3CCCCC3)[C@H]2N1C(=O)C1CCC1 (mixture of isomers) ?
C diff growth: 6; Tcruzi prolif: 48; KDM4C inh: -0.1

How did O=C(CN1CCOCC1)N[C@H]1CC[C@@H](CCn2cc(C3CCCC3)nn2)O[C@@H]1CO do in these assays?
C diff growth: -3; KDM4C inh: 1.4; Pf Dd2 growth: 8

What do the screens show for `Cc1noc(C)c1NC(=O)Nc1cccc2c1O[C@H](CN(C)C(=O)NC1CCCCC1)[C@@H](C)CN([C@@H](C)CO)C2=O`?
C diff growth: 3; Tcruzi prolif: -11; KDM4C inh: -0.6; Pf Dd2 growth: 11

How did CCCNC(=O)N1C[C@H](C)[C@@H](OC)CN(C)C(=O)c2cc(NS(C)(=O)=O)ccc2OC[C@@H]1C do in these assays?
C diff growth: 1; Tcruzi prolif: -6; KDM4C inh: 0.7; Pf Dd2 growth: 30

How did O=C(NC[C@@H]1[C@@H](c2ccccc2)[C@H](CO)N1Cc1ccccn1)C1CCCC1 do in these assays?
C diff growth: 7; Tcruzi prolif: -49; KDM4C inh: 0.1; Pf Dd2 growth: -58

Results for CO[C@@H]1CN(C)C(=O)c2cc(NC(=O)Nc3cc(F)ccc3F)ccc2OC[C@@H](C)N(C(=O)c2cnccn2)C[C@@H]1C ?
KDM4C inh: 0.0; Pf Dd2 growth: 33

How did O=C(C[C@H]1C[C@@H]2c3cc(NS(=O)(=O)c4ccc(F)cc4)ccc3O[C@@H]2[C@@H](CO)O1)N1CCOCC1 do in these assays?
C diff growth: -15; Tcruzi prolif: 22; KDM4C inh: 0.3; Pf Dd2 growth: 6

What do the screens show for `C[C@@H]1CN([C@H](C)CO)C(=O)c2cc(NS(=O)(=O)c3cccs3)ccc2O[C@@H]1CN(C)S(=O)(=O)c1ccc(Cl)cc1`?
Tcruzi prolif: 21; KDM4C inh: 2.5; Pf Dd2 growth: -6

Results for Cc1noc(C)c1NC(=O)N(C)C[C@H]1Oc2c(NC(=O)NC3CCCCC3)cccc2C(=O)N([C@H](C)CO)C[C@H]1C ?
C diff growth: 1; Tcruzi prolif: -7; KDM4C inh: -1.0; Pf Dd2 growth: -3

Results for COc1ccc(-c2cnc3c(c2)C(=O)N([C@H](C)CO)C[C@H](C)[C@H](CN(C)Cc2cccc(C)c2)O3)cc1 ?
C diff growth: 3; Tcruzi prolif: -4; KDM4C inh: 0.7; Pf Dd2 growth: 39

How did CCCNC(=O)C[C@H]1CC[C@@H]2[C@H](COc3ccc(NC(=O)c4cccc(Cl)c4)cc3C(=O)N2C)O1 do in these assays?
C diff growth: -10; Tcruzi prolif: 42; KDM4C inh: 4.0; Pf Dd2 growth: -4

Results for C[C@H](CO)N1C[C@H](C)[C@@H](CN(C)C(=O)c2ccncc2)OCCCC[C@H](C)Oc2ccc(NC(=O)c3ccccc3)cc2C1=O ?
C diff growth: -5; Tcruzi prolif: 94; KDM4C inh: 1.6; Pf Dd2 growth: 4

How did C[C@@H]1CN([C@H](C)CO)C(=O)c2cccc(NS(=O)(=O)c3cccs3)c2O[C@H]1CN(C)Cc1ccncc1 do in these assays?
C diff growth: -5; Tcruzi prolif: -66; KDM4C inh: 0.5; Pf Dd2 growth: 18

Arranged by molar mass (falling): five of the compounds above.
What do the screens show for `C[C@@H]1CN([C@H](C)CO)C(=O)c2cc(NC(=O)NC3CCCCC3)ccc2O[C@@H](C)CCCCO[C@H]1CN(C)C(=O)Nc1ccc(F)cc1`?
C diff growth: 0; KDM4C inh: -1.9; Pf Dd2 growth: -52

What do the screens show for `C[C@@H]1CN([C@H](C)CO)C(=O)c2cc(NS(=O)(=O)c3cccs3)ccc2O[C@@H]1CN(C)S(=O)(=O)c1ccc(Cl)cc1`?
Tcruzi prolif: 21; KDM4C inh: 2.5; Pf Dd2 growth: -6

What do the screens show for `Cc1noc(C)c1NC(=O)Nc1cccc2c1O[C@H](CN(C)C(=O)NC1CCCCC1)[C@@H](C)CN([C@@H](C)CO)C2=O`?
C diff growth: 3; Tcruzi prolif: -11; KDM4C inh: -0.6; Pf Dd2 growth: 11

How did O=C(CN1CCOCC1)N[C@H]1CC[C@@H](CCn2cc(C3CCCC3)nn2)O[C@@H]1CO do in these assays?
C diff growth: -3; KDM4C inh: 1.4; Pf Dd2 growth: 8

Results for O=C(c1ccccn1)N1CC2(C1)[C@H](c1ccccc1)[C@H](CO)N2C(=O)C1CC1 ?
C diff growth: 1; KDM4C inh: 0.8; Pf Dd2 growth: -2

Next entries.
What do the screens show for `C[C@H](CO)N1C[C@H](C)[C@@H](CN(C)C)Oc2ccc(NC(=O)Nc3ccc(C(F)(F)F)cc3)cc2C1=O`?
C diff growth: -1; Tcruzi prolif: 14; KDM4C inh: -0.3; Pf Dd2 growth: -5

Results for C[C@@H]1CN([C@H](C)CO)C(=O)Cc2cc(NC(=O)C3CC3)ccc2O[C@@H]1CN(C)C ?
C diff growth: 7; Tcruzi prolif: 17; KDM4C inh: -0.3; Pf Dd2 growth: 11

What do the screens show for `C[C@H]1CN([C@@H](C)CO)S(=O)(=O)c2ccc(Br)cc2O[C@H]1CN(C)S(=O)(=O)c1ccc(F)cc1`?
Tcruzi prolif: 106*; KDM4C inh: -4.0; Pf Dd2 growth: -9

What do the screens show for `CCCC(=O)Nc1ccc2c(c1)OC[C@H](C)N(Cc1ccccn1)C[C@H](C)[C@@H](OC)CN(C)C2=O`?
C diff growth: 36; KDM4C inh: 0.8; Pf Dd2 growth: 25

Results for COc1ccc(S(=O)(=O)N(C)C[C@@H]2Oc3ccc(NS(=O)(=O)c4ccc(Cl)cc4)cc3CC(=O)N([C@H](C)CO)C[C@H]2C)cc1 ?
C diff growth: 0; Tcruzi prolif: -12; KDM4C inh: 16; Pf Dd2 growth: -45

What do the screens show for `C[C@@H]1CCCCO[C@@H](CN(C)C(=O)NC2CCCCC2)[C@@H](C)CN([C@@H](C)CO)C(=O)c2cc(NC(=O)c3ccccc3)ccc2O1`?
C diff growth: 7; KDM4C inh: 6.1; Pf Dd2 growth: -54

How did COc1ccc(NC(=O)N[C@@H]2CC[C@H](CCNS(=O)(=O)c3ccccc3F)O[C@@H]2CO)cc1 do in these assays?
Tcruzi prolif: -9; KDM4C inh: -1.0; Pf Dd2 growth: -9

What do the screens show for `C[C@H]1CCCCO[C@H](CN(C)Cc2ccc3c(c2)OCO3)[C@@H](C)CN([C@@H](C)CO)C(=O)c2cc(NC(=O)Cc3ccccc3)ccc2O1`?
C diff growth: -1; Tcruzi prolif: 39; KDM4C inh: -0.1; Pf Dd2 growth: -45

How did Cn1cnc(S(=O)(=O)N2C[C@@H](O)COC[C@@H]3O[C@@H](CC(=O)NCc4ccc(F)cc4)CC[C@H]32)c1 do in these assays?
Tcruzi prolif: 16; KDM4C inh: 1.0; Pf Dd2 growth: 5

Results for C[C@H]1CN([C@@H](C)CO)C(=O)c2cc(-c3cccc(F)c3)cnc2O[C@H]1CN(C)C ?
C diff growth: -2; Tcruzi prolif: 45; KDM4C inh: 7.8; Pf Dd2 growth: 35

Results for Cc1ccc(S(=O)(=O)N2C[C@@H](O)COC[C@H]3O[C@@H](CC(=O)NCc4ccc(Cl)c(Cl)c4)CC[C@@H]32)cc1 ?
Tcruzi prolif: 84; KDM4C inh: 0.2; Pf Dd2 growth: -32

How did COc1ccccc1S(=O)(=O)N1C[C@@H]2N[C@H](C1)C2c1ccc(-c2cccnc2)cc1 (some centres undefined) do in these assays?
C diff growth: -6&-1; KDM4C inh: -0.4&1.3; Pf Dd2 growth: -69&-58

What do the screens show for `CN(C)C(=O)[C@H]1[C@H](CO)[C@H]2Cn3c(ccc(-c4ccncc4)c3=O)[C@H]2N1Cc1ccccc1F`?
C diff growth: -2; Tcruzi prolif: 14; KDM4C inh: 1.9; Pf Dd2 growth: 9

Results for COCC(=O)Nc1ccc2c(c1)C(=O)N(C)C[C@H](OC)[C@@H](C)CN(Cc1cc(F)ccc1F)[C@@H](C)CO2 ?
Tcruzi prolif: 27; KDM4C inh: 0.7; Pf Dd2 growth: -62

How did C[C@H](O)C#Cc1ccc2c(c1)O[C@H](CN(C)Cc1ccccc1)[C@@H](C)CN([C@H](C)CO)S2(=O)=O do in these assays?
C diff growth: -3; Tcruzi prolif: 22; Pf Dd2 growth: -19

Results for C[C@@H]1CN([C@H](C)CO)C(=O)c2cc(NC(=O)Nc3ccccc3)ccc2O[C@H]1CN(C)Cc1ccccc1 ?
C diff growth: 8; Tcruzi prolif: -64; KDM4C inh: -1.9; Pf Dd2 growth: 7

How did C[C@@H]1CN([C@H](C)CO)C(=O)Cc2cc(NC(=O)c3ccncc3)ccc2O[C@@H]1CN(C)C(=O)Nc1ccc(F)cc1 do in these assays?
C diff growth: -2; Tcruzi prolif: 14; KDM4C inh: -1.2; Pf Dd2 growth: 3

How did C[C@@H]1CCCCO[C@@H](CN(C)CC2CCCCC2)[C@@H](C)CN([C@H](C)CO)C(=O)c2cc(NC(=O)CCC(F)(F)F)ccc2O1 do in these assays?
C diff growth: 5; Tcruzi prolif: 13; KDM4C inh: -1.4; Pf Dd2 growth: 8

What do the screens show for `CN1C(=O)c2cc(NC(=O)c3cnccn3)ccc2OC[C@@H]2O[C@@H](CC(=O)NCC3CCCCC3)CC[C@H]21`?
C diff growth: -6; Tcruzi prolif: 21; KDM4C inh: 0.5

How did O=C(Nc1ccccc1F)N1C[C@@H]2[C@H](c3ccccc31)[C@H](CO)N2C(=O)C1CCCC1 do in these assays?
C diff growth: -1; Tcruzi prolif: -46; KDM4C inh: 0.8; Pf Dd2 growth: -14

How did CCNC(=O)Nc1ccc2c(c1)C(=O)N(C)[C@@H]1CC[C@H](CC(=O)N[C@@H](C)c3ccccc3)O[C@H]1CO2 do in these assays?
C diff growth: 20; Tcruzi prolif: 40; KDM4C inh: -2.6

Results for Cc1noc(C)c1S(=O)(=O)Nc1ccc2c(c1)CC(=O)N([C@H](C)CO)C[C@H](C)[C@H](CN(C)Cc1ccc3c(c1)OCO3)O2 ?
C diff growth: -2; Tcruzi prolif: 30; KDM4C inh: 0.7; Pf Dd2 growth: 23

What do the screens show for `CO[C@H]1CN(C)C(=O)c2cc(NS(=O)(=O)c3ccccc3)ccc2OC[C@H](C)NC[C@H]1C`?
KDM4C inh: -0.3; Pf Dd2 growth: 21

Results for CO[C@@H]1CN(C)C(=O)c2cc(NC(=O)Nc3cccc(F)c3)ccc2OC[C@H](C)N(C(=O)C2CC2)C[C@@H]1C ?
C diff growth: -10; Tcruzi prolif: 26; KDM4C inh: -1.1; Pf Dd2 growth: -47

How did Cc1ccc(S(=O)(=O)N[C@@H]2CC[C@H](CCn3cc(-c4cccc(F)c4)nn3)O[C@@H]2CO)cc1 do in these assays?
C diff growth: 3; Tcruzi prolif: 3; KDM4C inh: -1.1; Pf Dd2 growth: -7

Results for CS(=O)(=O)N1[C@H](C#N)[C@@H](c2ccc(C#CC3CC3)cc2)[C@H]1CO ?
C diff growth: 14; Tcruzi prolif: 72; KDM4C inh: -3.6; Pf Dd2 growth: 30

What do the screens show for `CN(C)c1ccc2c(c1)[C@H]1C[C@H](CC(=O)NCc3ccc(-c4ccccc4)cc3)O[C@H](CO)[C@H]1O2`?
C diff growth: 7; KDM4C inh: 2.6; Pf Dd2 growth: -45
